# Bioassay records deposited in PubChem BioAssay by National Center for Advancing Translational Sciences (NCATS).
# TCR act: activates T cell receptor signaling | primary human leukocytes, anti-CD3, IL-2 HTRF, 48 h | Potency, µM (highest dose often 9.22 µM), inactives show top-dose activation of IL-2 secretion, actives largely listed as activators | 330,000 tested, under 10 active; further: % of control where 0% means no effect
#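 IL-2 release read by HTRF sandwich (Eu cryptate donor, d2 acceptor, 665 nm emission) after 48 hr exposure of primary human leukocytes to compound together with anti-CD3 beads in the absence of co-stimulatory signals.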
# Chronic BCR inh: blocks chronic active B-cell receptor signaling. ABC-DLBCL IkBa-CBG/CBR reporter, luminescence ratio, 4 h. Potency, µM (series often up to 46.1 µM), for the others: top-dose ratio change, negative = lower green/red ratio, most hits filed as inhibitors. 340,000 compounds, 0.05% hits; active means well fitted inhibition curve with a large enough effect in the signal ratio, with a control signal flat, not every such curve was filed as active; inconclusive means small, poorly fitted or top-dose-only effect, or effect the other way, or a change in a side signal; the % refers to the signal ratio;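 further: potency means the concentration at half of the fitted maximal effect; plate controls were basal doxycycline-induced cells for no effect and cells given 10 µM MG132 for full effect; MG132 reads +100%, hits lower the ratio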
#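 Concentration-response series (up to 46 uM) were applied to TMD8 dual-reporter cells for 4 h at 37C with doxycycline. Green/red ratio, after filter-overlap correction, defined %Activity; red signal alone was normalised to basal cells and zero luminescence.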
# GALK inh: inhibitors of human galactokinase. Purified GALK, Kinase-Glo residual ATP luminescence. Potency, µM (doses to about 57.5 µM), inactives show top-dose activity change, negative = inhibition, usual class: inhibitors. P51570. 270,000 compounds, 0.007% hits; further: potency means the concentration at half of the fitted maximal effect; on the % scale 0 is the no-effect control and ±100 the full control effect
#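 Galactose (100 uM) and ATP (35 uM) were turned over by 5 nM GALK for 1 h at RT. Kinase-Glo Plus then converted the remaining ATP into a luminescent signal.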
# KCNH2 WT inh: blocks the wildtype human KCNH2 potassium channel; U2OS, BacMam KCNH2, thallium flux FluxOr; hits give low values; activity change, % at 1.84 µM; 340,000 compounds, 0.37% hits; Q12809;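 active means maximum activity change below -70%; inconclusive means maximum activity change between -70% and -50%; inactive means maximum activity change above -50%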; further: on the % scale 0 is the no-effect control and ±100 the full control effect
# Target sequence (Q12809 whole entry, looked up): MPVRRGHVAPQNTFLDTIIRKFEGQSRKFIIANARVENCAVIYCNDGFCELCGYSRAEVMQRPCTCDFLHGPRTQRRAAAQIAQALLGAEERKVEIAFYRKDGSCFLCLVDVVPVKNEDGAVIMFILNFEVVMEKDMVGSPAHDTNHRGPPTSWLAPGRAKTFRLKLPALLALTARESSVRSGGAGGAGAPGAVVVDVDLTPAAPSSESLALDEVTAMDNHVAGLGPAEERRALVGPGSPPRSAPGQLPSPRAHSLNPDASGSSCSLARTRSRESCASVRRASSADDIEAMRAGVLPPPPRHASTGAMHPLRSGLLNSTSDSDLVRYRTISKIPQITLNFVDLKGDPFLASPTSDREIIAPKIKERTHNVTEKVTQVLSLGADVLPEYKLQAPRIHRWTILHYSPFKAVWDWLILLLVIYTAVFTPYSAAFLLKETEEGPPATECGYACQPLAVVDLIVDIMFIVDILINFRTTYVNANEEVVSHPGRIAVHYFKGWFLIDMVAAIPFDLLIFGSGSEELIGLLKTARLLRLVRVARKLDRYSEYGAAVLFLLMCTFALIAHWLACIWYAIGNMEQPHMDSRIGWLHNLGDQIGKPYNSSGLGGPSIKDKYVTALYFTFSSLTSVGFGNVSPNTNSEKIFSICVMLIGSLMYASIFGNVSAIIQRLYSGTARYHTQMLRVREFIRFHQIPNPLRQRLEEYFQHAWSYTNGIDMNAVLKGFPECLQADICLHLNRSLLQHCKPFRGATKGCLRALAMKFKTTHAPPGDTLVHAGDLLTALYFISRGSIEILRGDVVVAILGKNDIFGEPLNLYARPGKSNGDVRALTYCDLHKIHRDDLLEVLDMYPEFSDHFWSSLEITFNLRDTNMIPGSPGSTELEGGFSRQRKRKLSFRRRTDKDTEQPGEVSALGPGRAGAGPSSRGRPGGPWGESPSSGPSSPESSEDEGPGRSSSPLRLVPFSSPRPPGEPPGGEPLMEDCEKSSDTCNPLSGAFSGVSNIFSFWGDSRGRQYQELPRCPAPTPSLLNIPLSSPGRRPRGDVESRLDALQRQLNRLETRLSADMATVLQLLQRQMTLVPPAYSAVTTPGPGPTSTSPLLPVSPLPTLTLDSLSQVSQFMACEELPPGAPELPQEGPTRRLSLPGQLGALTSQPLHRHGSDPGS
#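 U2OS cells transduced with wild-type KCNH2 virus are loaded with FluxOr dye for 45 min, and thallium flux is measured in kinetic reads before and after stimulation buffer. Rate constants are normalized to DMSO controls.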
# Tb PFK block: T. brucei PFK enzyme inhibition; 330,000 compounds, 0.17% hits; AID 485367; Potency, µM (highest dose often 57.5 µM), without a hit: at the top dose activity, negative = inhibition, usual class: inhibitors; O15648; T. brucei PFK, ADP-Glo luminescence;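 further: potency means the concentration at half of the fitted maximal effect; 0% = uninhibited 1x PFK enzyme wells and -100% = no-enzyme wells; nearly all actives have a fitted effect of over 60% in size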
#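 In TEA buffer at pH 8.0 with 5 mM MgCl2, enzyme (1.25 nM) converted F6P (0.5 mM) and ATP (0.1 mM) for 45 min at room temperature. ADP product was read by luciferase luminescence.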
# CXXC DNA block: blocks binding of human MLL CXXC domain to DNA | Q03164 | MLL-CXXC / FITC-HOXA9 DNA fluorescence polarization | Potency, µM (series often up to 115 µM), inactives show at the top dose activity change, negative = inhibition, actives largely listed as inhibitors | 290,000 compounds, 0.037% hits | AID 2662; active means well fitted inhibition curve with a large enough effect in the polarisation, with a control signal flat, not every such curve was filed as active; inconclusive means small, poorly fitted or top-dose-only effect, or effect the other way, or a change in a side signal; inactive means no such curve, though single readings can be large or run the other way; the % refers to the polarisation; further: potency means the concentration at half of the fitted maximal effect
#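 Steps: dispense CXXC domain solution (7 uM) → pin compounds or unlabeled HOX-A9 DNA control → 5 min ambient → add FLSN-HOX-A9 solution (50 nM) → spin → 30 min ambient → fluorescence polarization. Tris pH 7.5/NaCl/DTT/BSA buffer.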
# Giardia killer: Giardia lamblia killing. Giardia lamblia trophozoite viability. activity change, % at 7.66 µM, hits read low. 340,000 compounds, 0.15% hits. AID 540267; in the data active means activity change below about -80%; inconclusive means between about -30% and that limit;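 further: parasites exposed to compound for two days anaerobically before the ATP read; on the % scale 0 is the no-effect control and ±100 the full control effect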
#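 ATP-content bioluminescence gauges trophozoite survival. Cells (100/well) receive compound and incubate anaerobically for 48 hrs at 37 deg C; detection reagent follows for 15-30 min at room temperature.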
# TSHR antagonist: blocks TSH signaling through the human TSH receptor; TSHR-expressing cells, TSH-stimulated cAMP HTRF, 2 h; hits give low values; P16473; activity change, negative = inhibition, % at 11.5 µM; 330,000 compounds, 0.2% hits; AID 504810;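 active means activity change below a set negative limit, meaning inhibition stronger than a set level, cut at about -70% in these data; inconclusive means activity change between two set negative limits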; further: on the % scale 0 is the no-effect control and ±100 the full control effect
#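 Cell-based HTRF cAMP assay; TSHR cells + compound, TSH EC80 (4nM final), 2 h, 37 deg C. Lysis with anti-cAMP cryptate and cAMP-d2, 30 min RT, read 665/620 nm.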
# Coupling enz: counter-screen for Giardia aldolase inhibitors: coupling enzyme system. AID 2472. activity change, negative = inhibition, % at 58.2 µM, hits read low. coupling enzyme system counterscreen, AmpLite Red fluorescence. 290,000 compounds, 0.67% hits; in the data active means activity change below about -30%; further: on the % scale 0 is the no-effect control and ±100 the full control effect
#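 Compounds tested against the coupling enzymes alone at 57.5 uM final; readout was AmpLite Red fluorescence (525/598 nm) after 20 min at RT.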
# AT treatment: potential ataxia-telangiectasia treatments restoring KAP-1 phosphorylation; […] A-T fibroblasts, KAP-1 phosphorylation AlphaLISA; neocarzinostatin DNA damage 30 min before lysis; Potency, µM (highest dose often 57.5 µM), for inactives: at the highest dose activation, hits mostly activators; 320,000 compounds, 0.19% hits; AID 485349; further: potency means the concentration at half of the fitted maximal effect; % of control where 0% means no effect; nearly all actives have a fitted effect of over 45% in size
#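 hTERT-immortalized A-T patient fibroblasts ([…]), 500 cells/well in OPTI-MEM, 1% FBS, got compounds for 60 min, then NCS for 30 min at 37C. Lysates were then assayed for phospho-KAP-1 by AlphaLISA (anti-pKAP1 donor, anti-KAP1 acceptor beads), 6 hr at 25C.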
# * hit, by the source's call; ? = inconclusive; nt = no result given; [ ] = dose if it differs, or a comment. Unless noted, the call rests on the fitted dose curve; in most records, active means well fitted curve in the direction sought with a large enough effect; inconclusive means small, poorly fitted or top-dose-only effect, or another doubt; inactive means no such curve, though single readings can be large; an effect the other way counts as inactive or inconclusive.
SMILES,TCR act,Chronic BCR inh,GALK inh,KCNH2 WT inh,Tb PFK block,CXXC DNA block,Giardia killer,TSHR antagonist,Coupling enz,AT treatment
CC(c1ccc(Cl)cc1)n1c(-c2ccc3ccccc3n2)n[nH]c1=S (stereo not given),0%,?,-5%,-19,-2%,1%,7,-8,-2,2%
Cc1cc(C(=O)Nn2cnnc2)ccc1[N+](=O)[O-],0%,-1%,-3%,-1,6%,3%,-18,6,5,-3%
CCn1ccnc1C(O)(c1ccccc1)c1ccccc1,-5%,2%,-1%,-10,0%,-8%,-12,-10,0,10%
Cn1c(CC(=O)Nc2ccccc2F)nnc1SCC(=O)Nc1nccs1,-4%,3%,1%,0,-1%,-2%,8,23,0,0%
CC(C)Nc1cc(C(C)(C)C)nc2c(-c3ccccc3)cnn12,-4%,?,0%,1,1%,-2%,-19,-8,-8,?
CCN(CC(=O)NCc1ccc(F)cc1)S(=O)(=O)c1ccc(C)cc1,0%,-1%,nt,2,-6%,28%,5,16,0,11%
O=C(c1cc2ccccc2o1)N(Cc1ccco1)Cc1cccs1,3%,15%,nt,-1,-4%,nt,16,13,nt,23%
CCOC(=O)c1ccccc1NC(=O)CSc1nc2ccncc2[nH]1,6%,-4%,3%,2,-8%,10%,-18,7,0,4%
CN(C)C(=O)C(NC(=O)c1ccccc1)=C(Cl)Cl,-1%,-2%,-1%,3,0%,2%,6,0,-3,2%
O=C(Nc1cccc(C(F)(F)F)c1)Nn1cnnc1,5%,0%,1%,21,-1%,0%,3,0,0,-3%
CC(=O)c1c(C)[nH]c(C2=NNC(=NCc3ccccc3)SC2)c1C,4%,-2%,0%,15,-4%,17%,-5,-7,-17,-3%
CCOC(=O)C1=CNS(=O)(=O)NC1c1ccc(C[C@H](NC(=O)CNC(=O)CCc2ccccc2)C(N)=O)cc1 (stereo not given in full),5%[46.1 µM],0%,nt,-15,1%,nt,-15,9,nt,5%
CSc1cccc(NC(=O)CCn2c(=O)c3cccn3c3cccnc32)c1,3%,?,9%,-1,-2%,-12%,5,-4,0,-5%
O=C(Cc1ccc(Br)cc1)NC1CCN(Cc2ccccc2)CC1,-7%,-1%,3%,3,-27%,2%,-4,5,-1,-1%
Cn1cc(Br)c(C(=O)NN2C(=O)C3C(C2=O)C2C=CC3C23CC3)n1 (stereo not given),-4%,11%,0%,-14,-2%,-14%,19,24,2,1%
CC[n+]1c(/C=C/Nc2ccccc2)oc2ccc(OC)cc21,-9%,-13%,4%,-2,-2%,106%[activator],13,2,-6,6%
CCCc1cc(=O)oc2c3c(cc(OCC(=O)NCCN4CCOCC4)c12)OC(C)(C)CC3,-1%,-4%,nt,-3,-1%,0%,2,-9,0,-4%
Cc1cccc(C(=O)NCC(=O)NC(C)CCc2ccccc2)c1 (stereo not given),1%,?,-5%,-5,1%,0%,-9,2,nt,3%
CCN(CC)c1ccc(NC(=O)COC(=O)/C=C/c2nc3ccccc3s2)cc1,4%[46.1 µM],7%,1%,1,3%,4%,-2,15,2,3%
CCOC(=O)C1CCCN(Cc2ccc3c(c2)OCO3)C1 (stereo not given),-1%[46.1 µM],?,1%,-6,1%,12%,14,35,2,-2%
CCOc1ccc(-c2nnn(CC(=O)NCc3ccco3)n2)cc1,0%,?,3%,2,1%,1%,16,5,2,-3%
CCCN(CCC)S(=O)(=O)c1ccc(C(=O)NCc2ccco2)cc1,nt,-7%,-3%,3,1%,-8%,21,-5,2,7%
c1ccc(CN2CCN(c3ncnc4nc[nH]c34)CC2)cc1,4%,-4%,-1%,-1,-7%,-1%,-11,0,0,2%
COc1ccc(C(=O)Nc2ccc(O)c3c(=O)cc(-c4cccc(Cl)c4)oc23)cc1,0%,0%,3%,-18,1%,9%,5,-7,2,11%
COc1cc(/C=N/NC(=O)c2ccoc2C)ccc1OCCN1CCCCC1,8%,-20%,-2%,25,-9%,9%,12,21,nt,-17%
# (cont.)
SMILES,TCR act,Chronic BCR inh,GALK inh,KCNH2 WT inh,Tb PFK block,CXXC DNA block,Giardia killer,TSHR antagonist,Coupling enz,AT treatment
O=C(CN1CCN(C(=O)C2CCCO2)CC1)Nc1cc(Cl)ccc1Cl (stereo not given),-6%,4%,-7%,-1,2%,64%[activator],-10,-22,nt,3%
Cc1c2c(=O)n(-c3nc4ccccc4s3)nc-2cc(O)n1Cc1ccccc1,2%,-2%,nt,0,3%,46%[activator],11,-3,8,2%
CCC(Cc1ccccc1)NC(=O)C1CCC(CNc2c(N3CCCC3)c(=O)c2=O)CC1 (stereo not given),-1%,0%,1%,-1,0%,6%,-16,1,4,3%
COc1ccc(OC)c(C(=O)NC(CC(N)=O)c2ccc(NCCN3CCCCC3)c([N+](=O)[O-])c2)c1 (stereo not given),-4%,-13%,nt,-5,1%,-1%,7,5,2,0%
Fc1ccc(Nc2nc(Oc3ccc4c(c3)OCO4)nc(N3CCOCC3)n2)c(F)c1,0%,2%,0%,-16,-1%,3%,4,12,2,-1%
COc1ccc(C(=O)NNC(=O)c2cc(C)[nH]n2)cc1,3%,-2%,-1%,-2,6%,1%,1,-1,-1,-1%
Cc1ccc(S(=O)(=O)Nc2c(C)nc3nc[nH]n3c2=O)c(C)c1,nt,-8%,5%,12,0%,0%,-13,-7,4,2%
COC(C(=O)NNS(=O)(=O)c1ccc([N+](=O)[O-])cc1)c1ccccc1 (stereo not given),-4%,-1%,0%,1,1%,52%[activator],4,-11,0,5%
Cc1cc(COC(=O)C2N3C(=O)[C@@H](NC(=O)COc4ccccc4)[C@H]3SC2(C)C)on1 (stereo not given in full),8%,6%,nt,9,9%,1%,4,13,4,1%
CC(=O)O[C@]1(C(C)=O)CC[C@H]2[C@@H]3C=CC4=CC(=O)C=C[C@]4(C)[C@H]3CC[C@@]21C,-25%,-18%,3%,3,-6%,3%,2,4,0,-5%
c1ccc(OCc2nn3c(-c4cccnc4)nnc3s2)cc1,2%,-3%,3%,7,0%,1%,-10,8,3,4%
CCN(CC)c1ccc(NC(=O)CCc2nnc3ccc(N4CCCC4)nn23)c(C)c1,7%,22%,nt,-3,-1%,nt,8,-6,0,-2%
Cc1ccc(S(=O)(=O)N2C(=O)CCC2C(=O)O/N=C(\N)c2ccc([N+](=O)[O-])cc2)cc1 (stereo not given),4%,4%,-9%,36,1%,-3%,16,5,nt,-1%
Cc1ccc(CS(=O)Cc2ccc(C(=O)N3CCN(c4ccccc4)CC3)o2)cc1 (stereo not given),3%,-3%,3%,-5,-3%,-4%,0,-2,4,-1%
COc1ccc(OC(=O)CN2C(=O)C3C4CCC(C4)C3C2=O)cc1 (stereo not given),-7%,?,1%,-2,5%,?,4,1,0,1%
CCn1c(O)c(/C=N/n2cnnc2)sc1=S,19%,-1%,2%,-14,6%,-1%,-13,-13,2,-1%
CCOC(=O)C(C)c1c(C)[nH]c(=S)[nH]c1=O (stereo not given),-2%,-13%,-1%,7,2%,4%,1,-2,0,1%
O=C(Nc1ccc(Br)cc1F)c1ccc2nsnc2c1,-3%,-8%,-1%,1,1%,3%,18,5,-2,10%
CCN(CC)C(=O)c1ccc(S(=O)(=O)c2ccccc2)cc1,-3%,-2%,7%,24,1%,-1%,0,34,-1,3%
COCCN(CCOC)S(=O)(=O)c1ccc(OC)cc1,-8%,-2%,-2%,-4,-12%,-4%,16,31,-4,2%
CC1CN(C(NC(=O)c2ccccc2)C(Cl)(Cl)Cl)CC(C)O1 (stereo not given),0%,?,0%,1,3%,-3%,2,-1,-10,-4%
CCN1CCN(CC(O)COc2ccc3c(c2)CCC3)CC1 (stereo not given),-2%[46.1 µM],3%,0%,2,0%,14%,14,-6,1,-3%
Cc1ccc(C(=O)C2=C(O)C(=O)N(Cc3cccnc3)C2c2ccc(Cl)c(Cl)c2)o1 (stereo not given),4%,5%,-5%,4,6%,?,-13,5,0,-5%
Cc1ncc([N+](=O)[O-])n1Cc1ccccc1F,7%,-1%,0%,-2,0%,3%,-9,0,0,0%
CCC1(C)CC(c2nc(-c3ccc(OC)cc3)cs2)CCS1 (stereo not given),-3%[46.1 µM],?,-1%,-14,14%,6%,-1,-8,-4,13%

# In a second layout: results already given
structure | TCR act | Chronic BCR inh | GALK inh | KCNH2 WT inh | Tb PFK block | CXXC DNA block | Giardia killer | TSHR antagonist | Coupling enz | AT treatment
COc1ccc(C(=O)NNC(=O)c2cc(C)[nH]n2)cc1 | 3% | -2% | -1% | -2 | 6% | 1% | 1 | -1 | -1 | -1%
CCN(CC)c1ccc(NC(=O)CCc2nnc3ccc(N4CCCC4)nn23)c(C)c1 | 7% | 22% | nt | -3 | -1% | nt | 8 | -6 | 0 | -2%
Cc1c2c(=O)n(-c3nc4ccccc4s3)nc-2cc(O)n1Cc1ccccc1 | 2% | -2% | nt | 0 | 3% | 46%[activator] | 11 | -3 | 8 | 2%
CCN1CCN(CC(O)COc2ccc3c(c2)CCC3)CC1 (stereo not given) | -2%[46.1 µM] | 3% | 0% | 2 | 0% | 14% | 14 | -6 | 1 | -3%
